NS5 inhibitors – Dengue-2 NS5 methyltransferase inhibitors, primary screen, biochemical, confirmation dose response (AID 588689); Dengue-2 NS5 methyltransferase capping enzyme assay, biochemical; higher % means a stronger effect; one-dose inhibition, % at 25 µM; IC50 in µM for titrated hits; 340,000 tested, 0.3% active; in the data active = a potency from the dose series
NS5 inhibitors pilot replicate – recorded beside NS5 inhibitors, whose call it bears; inhibition, %; measured here: pilot screen replicate inhibition
The depositor's hits bear a star. Only part of the results is shown (hit frequency here may not be typical).

SMILES | NS5 inhibitors | others
COc1ccc(C(=O)N(Cc2ccccc2)c2cccc(C)c2)cc1S(=O)(=O)N1CCOCC1 | 0%
COc1ccc(-c2c(C#Cc3ccsc3)c3cc(-c4ccc(OC)nc4)ccc3n2C)cc1 | -5%
CCCCC(CC)C(=O)O (stereo not given) | -1%
COc1cc(NC(=O)COC(=O)CO/N=C(\C)c2ccc3c(c2)OCO3)cc(OC)c1 | -7%
CC(=O)Nc1cccc(C(=O)NN2C(=O)NC3(CCC(C)CC3)C2=O)c1 (stereo not given) | -1%
Cc1ccc(N2CC(NS(=O)(=O)c3cccs3)CC2=O)cc1C (stereo not given) | -1%
CS(=O)(=O)c1ccc(Cl)c(NC(=O)C2CCCCN2S(=O)(=O)c2ccccc2)c1 (stereo not given) | 1%
CC(C(=O)Nc1ccc(Br)cc1)N(C)CC(=O)NCc1ccco1 (stereo not given) | -10%
COC(=O)[C@@]1(C)[C@H]2C(=O)N(Cc3ccccc3)C(=O)[C@H]2[C@H]2CN=C(SCc3ccccc3)N21 | 1%
Cc1[nH]nc(-c2cccnc2)c1N=NN(C)C | -39%
C[C@@H](C(=O)Nc1ccc(SC(F)F)cc1)N1C(=O)C2CCCCC2C1=O (stereo not given in full) | 5%
Cc1ccc(C)c(SCC(=O)Nc2cccc(S(=O)(=O)N3CCOCC3)c2)c1 | 1%
Cc1noc(C)c1COc1ccc(C(=O)N(C)CCOc2ccccc2)cc1 | 4%
Cc1ccc(CSc2ccc(S(=O)(=O)N3CCCC3)cn2)cc1 | 8%
O=C(CN1C(=O)c2ccc([N+](=O)[O-])cc2C1=O)NCC1CCCO1 (stereo not given) | -6%
CC1Nc2ncnc(N3CCN(c4ccccc4)CC3)c2N(Cc2ccccc2)C1=O (stereo not given) | 4%
Cc1cc(=O)[nH]c2[nH][nH]c(=O)c12 | 2%
C[C@H](CO)N1C[C@H](C)[C@@H](CN(C)S(C)(=O)=O)Oc2ccc(NS(=O)(=O)c3ccccc3)cc2C1=O | -1%
Cc1ccc(-n2c(SCC(=O)NCC3CCCO3)nc3ccccc3c2=O)cc1 (stereo not given) | 1%
COC(=O)[C@]1(C)N[C@H](CN(C)C(=O)Nc2ccccc2)[C@@H]2C(=O)N(Cc3ccccc3)C(=O)[C@@H]21 | 3% | NS5 inhibitors pilot replicate=-3.0
Cn1c(SSc2ccc(-c3cccnc3)n2C)ccc1-c1cccnc1 | -5%
CCCn1c(SCC(=O)N(C)CC(=O)Nc2ccc(C)cc2)n[nH]c1=O | -2%
CC(NC(=O)COC(=O)c1ccc2c(=O)n3c(nc2c1)CCCCC3)c1ccccc1 (stereo not given) | -12%
Cc1ccc(-c2nn(-c3ccccc3)cc2C(=O)NCCCN2CCCC2=O)cc1 | -6%
O=C(COC(=O)/C=C/c1ccc2ccccc2n1)NNC(=O)c1ccc([N+](=O)[O-])cc1 | -2%

Further results:
SMILES | NS5 inhibitors | others
COc1ccccc1N1CCN(S(=O)(=O)CCNC(=O)CC2CCCCC2)CC1 | 4%
O=C1c2ccccc2C(=O)N1CCc1ccccc1 | -3%
CN1CCN(S(=O)(=O)c2ccc(Cl)c(C(F)(F)F)c2)CC1 | 1%
O=C(O)C(Cc1c[nH]c2ccccc12)NS(=O)(=O)c1ccc(F)cc1 (stereo not given) | -10%
C[C@]12CC[C@H](O)CC1=CCC1C2CC[C@@]2(C)C1CC[C@@H]2NC(=O)CCC(=O)O (stereo not given in full) | 0%
Cc1noc(C)c1NC(=O)N(C)C[C@@H]1OCc2cnnn2CCCC(=O)N([C@H](C)CO)C[C@@H]1C | 2%
CCN(CC(=O)Nc1ccc(NC(C)=O)cc1)C(=O)c1cc2c(s1)CCCCC2 | 4%
CC(OC(=O)C1=COCCO1)C(=O)NC1CCCCC1 (stereo not given) | 4%
COc1cccc2c(=O)c(C(=O)NCCc3ccccc3)c[nH]c12 | -1%
CC(C)(C)S(=O)N1Cc2cc(CO)ccc2[C@H]1CCO (stereo not given in full) | 2%
CN(C)c1ccc(C(=O)OCc2cc(=O)n3ccsc3n2)cc1 | 2%
COC(=O)c1c(-c2ccc(OC)cc2)sc2ccc(N3CCOCC3)cc12 | -2%
Cc1cc(Cl)ccc1NC(=O)CCN1C(=O)NC(C)(C)C1=O | 8%
O=C(CNC(=O)c1ccc(OC(F)F)cc1)NCC1(N2CCOCC2)CCCCC1 | -3%
Cc1cc(Nc2cccc(Br)c2)c2ccccc2n1 | -7%
CC(C)N(C(=O)[C@H]1C[C@H](CC(=O)NCC23CC4CC(CC(C4)C2)C3)C(=O)N2CCc3c([nH]c4ccc(Cl)cc34)[C@]12C)C(C)C | -2% | NS5 inhibitors pilot replicate=0.6
O=C1CC(C(=O)O)C(c2ccccc2)c2ccccc21 (stereo not given) | -8%
Cc1cccc(C(C)C)c1NC(=O)C(C)OC(=O)Cn1cnc2c1c(=O)n(C)c(=O)n2C (stereo not given) | 2%
CN(C)C(=O)c1ccc(NC(=O)COC(=O)Cn2cc(C(F)(F)F)ccc2=O)cc1 | -2%
C=CCn1c(SCC(=O)Nc2cccc(S(N)(=O)=O)c2)nnc1C1CCCCC1 | 1%
O=C(COC(=O)c1ccco1)NC12CC3CC(CC(C3)C1)C2 | 9%
CN(Cc1cnn(-c2ccccc2)c1)C(=O)c1cccc(S(=O)(=O)N(C)c2ccccc2)c1 | -4%
O=C1CN(C(=O)CN2CCN(S(=O)(=O)c3ccccc3)CC2)c2ccccc2N1 | -1%
COc1ccc(C(=O)NCc2ccc(Cl)cc2)cc1S(=O)(=O)N1CCCC1 | -2%
O=C(CNC(=O)C1CCCCC1)OCC(=O)c1ccc(F)cc1 | -1%

(list continues)
SMILES | NS5 inhibitors | others
COc1ccc(CNC(=O)C[C@H]2C[C@H](C(=O)N3CCCCC3)[C@@]3(C)c4[nH]c5ccc(Cl)cc5c4CCN3C2=O)cc1OC | -7%
C[C@H](CO)N1C[C@H](C)[C@@H](CN(C)S(=O)(=O)c2ccccc2)Oc2c(NC(=O)Nc3ccc(C(F)(F)F)cc3)cccc2C1=O | -4%
O=C(CNC(=O)C1CC(=O)N(c2cccc3ccccc23)C1)Nc1ccccc1Br (stereo not given) | -5%
Cc1cnc(C(=O)OCC(=O)c2c(N)n(CC(C)C)c(=O)n(C)c2=O)cn1 | 6%
CC(C)(C)NC(=O)NC(=O)CSc1ccc(S(=O)(=O)N2CCOCC2)cn1 | -3%
COc1cc(C(=O)NCc2cccc(Cl)c2)ccc1OCC(=O)N1CCOCC1 | 1%
C[C@@H](NC(=O)c1[nH]cnc1C(=O)Nc1cccc(Cl)c1)c1ccccc1 | -6%
CN(CC(=O)Nc1ccccc1C(F)(F)F)C(=O)CSc1nc(N)cc(N)n1 | -1%
CC1(C)CC(=O)C=C(c2ccc(-c3cccc(C(N)=O)c3)cc2)C1=O | -4%
O=C(c1cc(-c2ccco2)nc2ccccc12)N(Cc1nnc(-c2ccc(Cl)cc2)o1)C1CC1 | -1%
C=C[C@](C)(CC[C@@]1(C)C(C)CC(OC2OC(C)C(OC3OC(COC(C)=O)C(O)C(O)C3O)C(O)C2O)[C@@]2(C)C(C)=CCCC12)OC1OC(C)C(O[C@@H]2O[C@@H](C)C(O)C(O)[C@H]2O)C(O)C1O (stereo not given in full) | -9% | NS5 inhibitors pilot replicate=-2.4
Cc1ccc(C(=O)N[C@H](C(=O)NC2CCCCC2)C(C)C)cc1 | -1%
CCOC(=O)C1CCCN(C(=O)c2ccc(S(=O)(=O)NCc3ccco3)cc2)C1 (stereo not given) | 2%
COc1ccc(CNC(=O)c2ccccc2SCC(=O)NCc2ccco2)cc1 | -4%
COc1ccc(C(=O)COC(=O)c2cc(S(=O)(=O)N3CCCCC3)ccc2N2CCOCC2)c(OC)c1 | -4%
COc1ccc(C(=O)C(C)OC(=O)CCN2C(=O)C3CC=CCC3C2=O)cc1 (stereo not given) | 11%
CCCCN1C(=O)C(CC(=O)NC(c2ccccc2)c2ccccc2)CC(C(=O)N(C)C)=C1C (stereo not given) | 0%
O=CN(CCNc1ccccc1)c1ccccc1 | -7%
CC1CCC2(CC1)NC(=O)N(NC(=O)c1cccs1)C2=O (stereo not given) | -4%
O=C(COC(=O)c1cccs1)NCCc1ccc(F)cc1 | -5%
CCN(CC)CCn1c(=S)[nH]c2cc(C(=O)NCc3ccccc3)ccc2c1=O | -7%
COCOCCn1cc(CN2CCS(=O)(=O)N(Cc3ccc(-c4cccc(CO)c4)cc3)C(C)C2=O)nn1 (stereo not given) | -4%
Cc1ccc(NC(=O)CN2C(=O)NC3(CCCC3)C2=O)nc1 | 2%
CCc1ccc(C(=O)NNC(=O)c2cccc(N3C(=O)CCC3=O)c2)cc1 | 4%
CCC(CC)NC(=O)C1CCN(c2ccc(S(=O)(=O)N3CCOCC3)cc2[N+](=O)[O-])CC1 | -7%

(cont.)
SMILES | NS5 inhibitors | others
COc1ccc(NC(=O)CN(C)C(=O)CC2CCCCC2)cc1 | -6%
O=C(COC(=O)COc1ccc(Br)cc1)Nc1ccc2c(c1)OCCO2 | -4%
COc1cccc(CN(C)C(=O)c2cccc(S(=O)(=O)Nc3cccc(C)c3)c2)c1OC | 2%
CC(OC(=O)CNC(=O)c1ccc(Br)cc1)C(=O)NC1CCCCC1C (stereo not given) | -2%
CN(c1ccc(OCC(=O)OCC(=O)Nc2ccc([N+](=O)[O-])cc2)cc1)S(=O)(=O)c1cccs1 | -8%
O=C(COc1ccccc1[N+](=O)[O-])NCC1(N2CCCCC2)CCCCC1 | 0%
CCOc1ccc(NC(=O)CN(C)C(=O)C(C)Oc2ccc(Cl)cc2)cc1OCC (stereo not given) | -6%
COc1cccc(OC)c1C(=O)N[C@@H]1C(=O)N2[C@@H]1SC(C)(C)[C@@H]2C(=O)O | 3%
CC(=O)c1ccc(N(CC(=O)NC2CCS(=O)(=O)C2)S(=O)(=O)c2ccc(Cl)cc2)cc1 (stereo not given) | 2%
Cc1nnc(SCC(=O)N2CCN(c3ccccc3)CC2)n1C1CC1 | 0%
O=C(CN1C(=O)NC2(CCc3ccccc32)C1=O)NCc1cccc(C(F)(F)F)c1 (stereo not given) | 10%
Cc1nc(SCC(=O)N(C)C2CCS(=O)(=O)C2)c(C#N)c(C)c1C (stereo not given) | -7%
O=C(NCC(c1ccco1)N1CCc2ccccc2C1)c1c(F)cccc1F (stereo not given) | 12%
COc1ccc2c(CC(=O)N3CCN(S(=O)(=O)c4ccc(F)cc4)CC3)coc2c1 | 6%
OCC[C@H]1C[C@H](O)[C@@H](O)[C@@]2(Cc3ccccc3CO2)O1 | 0%
COc1ccc(Cn2c(=O)oc3ccccc32)cc1OC | -4%
CN1CCN(C2Cc3cc(F)ccc3Sc3ccc(Cl)cc32)CC1 (stereo not given) | 0%
COc1cccc(NC(=O)CN2C(=O)NC3(CCc4ccccc43)C2=O)c1 (stereo not given) | -9%
Cc1ccc(S(=O)(=O)N2CCN(c3nc(CN4CCCC4)nc4sc(C)c(C)c34)CC2)cc1 | -10%
CCOc1cccc(C2C(C(=O)c3ccc(C)o3)=C(O)C(=O)N2CCCn2ccnc2)c1 (stereo not given) | -5%
COc1ccc(OC)c(NC(=O)CN2C(=O)NC(C)(c3ccc4c(c3)OCCO4)C2=O)c1 (stereo not given) | 1%
O=C(COc1coc(CN2CCN(Cc3ccccc3)CC2)cc1=O)Nc1ccccc1 | -3%
COc1ccc(NC(=O)CN(C)C(=O)C2(c3ccccc3)CCCC2)cc1 | -2%
O=C(COC(=O)CNC(=O)c1ccccc1)Nc1nnc(-c2ccccc2)o1 | 0%
COc1ccc2oc(C(=O)NCC(c3ccco3)N(C)C)c(C)c2c1 (stereo not given) | -9%

(more compounds)
SMILES | NS5 inhibitors | others
O=C(NC(=S)Nc1ccccc1OC(F)F)c1ccc2c(c1)OCO2 | -5%
COc1ccccc1C(CNC(=O)C(C)Oc1ccc(Br)cc1)N1CCCC1 (stereo not given) | 1%
O=C(c1ccccc1)c1ccsc1C(=O)c1ccccc1 | -10%
CC(C)c1ccc(NC(=O)COC(=O)CC2CCCC2)cc1 | 1%
COc1ccc2c(c1)C(=O)Cc1ccccc1O2 | 2%
CN(C)C1=NCCN1CC1CCCC1 | -1%
C#CCOCCOCCOCCNc1nc(N2CCOCC2)nc(N2CCN(C(=O)[C@H](CCCCN)n3cc(CCC(=O)O)nn3)CC2)n1 | -7%

Structural class, the compounds so far containing two or more sulfur atoms.
SMILES | NS5 inhibitors | others
Cc1ccc(N2CC(NS(=O)(=O)c3cccs3)CC2=O)cc1C (stereo not given) | -1%
CS(=O)(=O)c1ccc(Cl)c(NC(=O)C2CCCCN2S(=O)(=O)c2ccccc2)c1 (stereo not given) | 1%
Cc1ccc(C)c(SCC(=O)Nc2cccc(S(=O)(=O)N3CCOCC3)c2)c1 | 1%
Cc1ccc(CSc2ccc(S(=O)(=O)N3CCCC3)cn2)cc1 | 8%
C[C@H](CO)N1C[C@H](C)[C@@H](CN(C)S(C)(=O)=O)Oc2ccc(NS(=O)(=O)c3ccccc3)cc2C1=O | -1%
Cn1c(SSc2ccc(-c3cccnc3)n2C)ccc1-c1cccnc1 | -5%
C=CCn1c(SCC(=O)Nc2cccc(S(N)(=O)=O)c2)nnc1C1CCCCC1 | 1%
CC(C)(C)NC(=O)NC(=O)CSc1ccc(S(=O)(=O)N2CCOCC2)cn1 | -3%
CN(c1ccc(OCC(=O)OCC(=O)Nc2ccc([N+](=O)[O-])cc2)cc1)S(=O)(=O)c1cccs1 | -8%
CC(=O)c1ccc(N(CC(=O)NC2CCS(=O)(=O)C2)S(=O)(=O)c2ccc(Cl)cc2)cc1 (stereo not given) | 2%
Cc1nc(SCC(=O)N(C)C2CCS(=O)(=O)C2)c(C#N)c(C)c1C (stereo not given) | -7%
Cc1ccc(S(=O)(=O)N2CCN(c3nc(CN4CCCC4)nc4sc(C)c(C)c34)CC2)cc1 | -10%

Compound activity: PubChem BioAssay, Southern Research Specialized Biocontainment Screening Center
